High-throughput results: PubChem BioAssay, National Center for Advancing Translational Sciences (NCATS)
USP2a block – inhibitors of human ubiquitin-specific protease USP2a | USP2 core, Ub-CHOP2 coupled fluorogenic reporter, 485/531 | O75604 | Potency, µM (doses to about 38.3 µM), inactives show at the highest dose activity change, negative = inhibition, actives largely listed as inhibitors | hit rate 0.01% among 330,000;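 note: potency is the fitted concentration of half-maximal effect; plate controls were DMSO wells for no effect and full inhibition by NEM control for full effect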
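Cell-free coupled assay: 10nM USP2 core preincubated 30min RT with compound in Tris-HCl pH 8.0/CaCl2/CHAPS buffer, then 25nM Ub-CHOP2 and 25nM reporter substrate; fluorescence (Ex 485/Em 531) read after 60min RT, normalized to NEM inhibition, concentration-response curves fitted.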
ELG1 genotox – induces genotoxicity in HEK293T cells with luciferase-tagged ELG1; HEK293T ELG1-luciferase reporter, luminescence, 16 h; Potency, µM (titrated, usually from 46 µM), for the others: at the top dose activity change, positive = activation, hits mostly activators; hit rate 1.3% among 330,000; AID 504466; note: potency is the fitted concentration of half-maximal effect; % of control where 0% means no effect; nearly all actives have a fitted effect of over 60% in size
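Luminescence read-out: rising ELG1-luciferase signal, reflecting elevated ELG1 protein under genetic stress, flags genotoxic compounds. Cells were treated for 16 hr at 37 °C before ONE-Glo detection.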
ASM inhibitor – inhibitors of human secretory acid sphingomyelinase. Potency, µM (titrated, usually from 57.5 µM), for the others: at the top dose activity change, negative = inhibition, usual class: inhibitors. hit rate 0.006% among 340,000. AID 504937. P17405. placental ASM, HMU-PC fluorogenic substrate, 60 min; note: potency is the fitted concentration of half-maximal effect
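Human placenta-derived ASM preincubated with compound 10 min at room temperature, then reacted with 9 uM (final) fluorogenic HMU-PC substrate for 60 min at 37 C. Stop solution raises pH to 10; fluorescence read at Ex 386/Em 447 nm.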
TSG101-PTAP inh – blocks PTAP/TSG101 interaction to inhibit HIV-1 budding; Q99816; AID 493005; 340,000 tested, under 10 active; Fluorescence polarization, FITC-PTAP peptide / Tsg101 binding; Potency, µM (titrated, usually from 115 µM), inactives show at the highest dose activity change, negative = inhibition, most hits filed as inhibitors; active = well fitted inhibition curve with a large enough effect in the main read-out, with a control signal flat, not every such curve was filed as active; inconclusive = small, poorly fitted or top-dose-only effect, or effect the other way, or a change in a side signal; inactive = no such curve, though single readings can be large or run the other way; note: potency is the fitted concentration of half-maximal effect; % of control where 0% means no effect
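Fluorescence polarization binding of Tsg101 binding domain (10 uM final) to FITC-labeled PTAP peptide (50 nM final) in HEPES pH 7.5 buffer with NaCl, Tween 20, EDTA, TCEP. Compounds added before peptide; binding 20 min at RT.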
B2AR arrestin – agonists driving beta-arrestin recruitment to human beta2-adrenergic receptor; beta-arrestin recruitment to beta2AR, cell-based reporter; Potency, µM (doses to about 46.1 µM), inactives show at the highest dose activation, most hits filed as activators; hit rate 0.02% among 330,000;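 note: potency is the fitted concentration of half-maximal effect; 0% = DMSO controls and full agonism = EC100 isoproterenol or metaproterenol; nearly all actives have a fitted effect of over 65% in size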
a7 integrin act – integrin-mediated muscular dystrophy alleviation activation. alpha7betagal myoblasts, beta-gal FDG fluorescence, 48 h. Potency, µM (top dose mostly 38.3 µM), for the others: top-dose activation, usual class: activators. hit rate 0.064% among 350,000. AID 624291;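 note: potency is the fitted concentration of half-maximal effect; 100% = response of the positive control SU9516; nearly all actives have a fitted effect of over 60% in size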
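alpha7betagal+/- myoblasts (passage 13, 250/well) treated 48 h at 37C with compounds at 1:260 dilution of DMSO stock. Lysed, then beta-galactosidase activity read as FDG fluorescence (ex 480/em 540) after 30 min, with pre-read for autofluorescence.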
BRCA1 expr up – activators of BRCA1 expression. Potency, µM (highest dose often 46.1 µM), without a hit: at the highest dose activation, most hits filed as activators. AID 624202. MCF7-BRCA1-FFLuc reporter, luminescence, 48 h; response scale: scaled: vehicle 0%, 10 µM genistein 100%. hit rate 1.1% among 380,000; note: potency is the fitted concentration of half-maximal effect; nearly all actives have a fitted effect of over 80% in size; some results filed as inactive show a strong effect at the top dose
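MCF7 cells carrying a BRCA1-firefly luciferase reporter (2000 cells/well, phenol-red free MEM) were attached for 2 h at 37 °C, then given compounds for 48 h. Luminescence was read 15 min after luciferase reagent; activity normalized to genistein (10 microM) and DMSO.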
uPA surface inh – blocks generation of uPA at the cell surface; cell surface uPA generation assay, qHTS; Potency, µM (highest dose often 38.3 µM), for inactives: at the highest dose activity change, negative = inhibition, usual class: inhibitors; hit rate 0.31% among 330,000; active = well fitted inhibition curve with a large enough effect; inconclusive = small, poorly fitted or top-dose-only effect; inactive = no such curve, though single readings can be large or run the other way; tested in mouse RAW 264.7 cells; note: potency is the fitted concentration of half-maximal effect; % is set by controls: 0 for no effect and ±100 for the full control effect; nearly all actives have a fitted effect of over 55% in size
TRPV1 ag – agonists of human vanilloid receptor 1 (TRPV1). Q8NER1. TRPV1-expressing cells, Fluo-8 calcium influx, agonist mode. activation, % at 8.33 µM. hit rate 0.19% among 320,000. AID 540275; in the data active = activation above about 80%; inconclusive = between about 30% and that limit; note: 0% is about no effect
Target sequence (Q8NER1 whole entry, looked up): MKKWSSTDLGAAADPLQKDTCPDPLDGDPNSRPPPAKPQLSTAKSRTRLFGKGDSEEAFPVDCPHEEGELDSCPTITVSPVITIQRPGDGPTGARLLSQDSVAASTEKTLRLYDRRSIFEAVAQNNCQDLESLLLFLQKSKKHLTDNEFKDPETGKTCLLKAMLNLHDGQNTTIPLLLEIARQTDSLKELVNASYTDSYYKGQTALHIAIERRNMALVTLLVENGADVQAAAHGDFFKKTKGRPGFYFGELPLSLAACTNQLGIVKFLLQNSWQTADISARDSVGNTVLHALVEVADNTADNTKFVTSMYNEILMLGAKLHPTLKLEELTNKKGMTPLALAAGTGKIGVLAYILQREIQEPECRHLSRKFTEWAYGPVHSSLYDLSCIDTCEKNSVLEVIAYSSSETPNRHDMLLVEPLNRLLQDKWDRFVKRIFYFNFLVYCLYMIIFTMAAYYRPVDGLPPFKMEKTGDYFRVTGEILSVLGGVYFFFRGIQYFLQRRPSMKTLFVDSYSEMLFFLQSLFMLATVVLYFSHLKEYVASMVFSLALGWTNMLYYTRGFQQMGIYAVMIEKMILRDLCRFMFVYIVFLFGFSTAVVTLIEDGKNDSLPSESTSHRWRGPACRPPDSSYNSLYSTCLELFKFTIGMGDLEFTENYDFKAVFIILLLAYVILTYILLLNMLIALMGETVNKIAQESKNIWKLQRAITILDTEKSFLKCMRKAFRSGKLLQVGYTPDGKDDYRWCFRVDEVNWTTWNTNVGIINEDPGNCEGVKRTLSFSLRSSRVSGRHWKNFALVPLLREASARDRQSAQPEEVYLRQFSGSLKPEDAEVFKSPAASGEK
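TRPV1-expressing cells were cultured overnight at 35.5C and loaded with Fluo-8 calcium dye for 40 to 90 min at room temperature. After a 10 s baseline, compound was added and calcium influx was read kinetically for 3 min (ex 480/em 520 nm).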
Eya2 inh – blocks the phosphatase activity of human Eya2; hit rate 0.006% among 330,000; AID 488837; Potency, µM (series often up to 76.9 µM), for inactives: at the top dose activity, negative = inhibition, hits mostly inhibitors; recombinant Eya2, OMFP fluorescence dephosphorylation (OMFP is methylfluorescein phosphate); O00167; note: potency is the fitted concentration of half-maximal effect; % is set by controls: 0 for no effect and ±100 for the full control effect
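Eya2 protein (added as 0.2 uM solution) was preincubated with compound for 10 min at ambient temperature in 50 mM HEPES pH 7.5, 50 mM NaCl, 5 uM MgCl2, 0.05% BSA, 1 mM DTT. OMFP (added at 50 uM) then reacted 10 min; fluorescence read at 485/525 nm.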
p53 reactivation – restores transcriptional activity of mutant p53 | hit rate 0.063% among 320,000 | H1299 p53-A138V BP100-luciferase reporter, luminescence, 24 h | Potency, µM (doses to about 92.2 µM), inactives show top-dose activity change, positive = activation, hits mostly activators; note: potency is the fitted concentration of half-maximal effect; % of control where 0% means no effect; nearly all actives have a fitted effect of over 45% in size
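H1299 (p53-null), stable ts p53-A138V + BP100-Luc; 1000 cells/well, Opti-MEM/10% FBS; cpd 4 pt, 1:5; 24 h, 37 deg C, 5% CO2; detection reagent 10 min RT; luminescence.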
* marks the source's active call; other numbers are inactive results; ? = inconclusive; / = no result given; & = joins results of further samples; [ ] = remark or other dose. Unless noted, calls come from the whole dose curve; as a rule, active = well fitted curve in the direction sought with a large enough effect; inconclusive = small, poorly fitted or top-dose-only effect, or another doubt; inactive = no such curve, though single readings can be large; an effect the other way counts as inactive or inconclusive.

SMILES | B2AR arrestin | ASM inhibitor | USP2a block | uPA surface inh | Eya2 inh | p53 reactivation | BRCA1 expr up | TSG101-PTAP inh | ELG1 genotox | TRPV1 ag | a7 integrin act
c1ccc(C[C@H]2CN=C(Nc3ccccc3)N2CCCC2CCCC2)cc1 | -0.9% | -2% | 0% | -8% | -28% | / | -26% | 0% | -11% | 10 | -41%
O=C(Nc1cccc(S(=O)(=O)NC2=NCCCCC2)c1)c1cc(-c2ccncc2)nc2ccccc12 | 0.0% | -2% | -2% | 14% | -4% | 3% | -1% | -3% | -12% | 2 | -12%
Cc1ccc(S(=O)(=O)N2CCOCC2)cc1NC(=O)COc1ccc(C(=O)c2ccccc2)cc1 | 0.3% | -4% | -4% | -25% | -5% | -17% | -44% | 0% | -4% | -3 | -18%
CC(C)(C)CC(C)(C)c1ccc(OCC(=O)N/N=C/c2ccc(S(=O)(=O)O)o2)cc1 | -1.0% | 4% | -14% | 3% | -8% | -7% | -6% | 1% | -2% | -6 | 15%
CSc1nc2c(c(=O)[nH]c(=O)n2C)n1CCCc1ccccc1 | -0.1% | -1% | -5% | -9% | -5% | -3% | -16% | -6% | 3% | 2 | 19%
N#C/C(=C\c1ccc[nH]1)Sc1nc2ccccc2s1 | -3.7% | -3% | -3% | 0% | -2% | ? | -15% | -1% | 2% | ? | ?
NC(=O)c1nsc(C(=O)N(c2cccc(F)c2)C(C(=O)NCC2CCCO2)c2cccs2)c1N (configuration not stated) | -0.1% | / | -1% | 4% | -6% | 0% | -40% | 0% | -14% | 2 | -35%
Cc1cnc(NC(=O)CSc2nnc(CNc3ccc(F)cc3)n2CC2CCCO2)s1 (configuration not stated) | 0.2% | -1% | 0% | 2% | -5% | -1% | -7% | -2% | -3% | -1 | 6%
CN1CCN(C(=S)c2ccc(OCC(=O)Nc3cccc(C(F)(F)F)c3)cc2)CC1 | 0.1% | -3% | 2% | -5% | 1% | -8% | -22% | 2% | 1% | 0 | -33%
Cc1ccc(Cn2c(-c3nonc3N)nc3ccccc32)cc1 | -0.1% | -12% | -2% | -11% | 7% | 0% | -16% | -15% | 3% | 3 | -16%
O=C(N/N=C/c1cccc(Br)c1)c1ccc(Br)cc1 | 0.3% | 4% | 10% | -1% | -8% | 11% | 50% | 3% | ? | ? | -25%
CCCNc1nc2c(c(=O)n(C)c(=O)n2C)n1CCc1ccccc1 | -0.1% | -4% | 2% | / | -1% | 8% | -79% | -2% | -7% | 1 | -36%[inhibitor]
CN(Cc1nccs1)C(=O)c1ccc2nc(Cc3ccccc3F)oc2c1 | 0.3% | 0% | -2% | -3% | -3% | 2% | 3.2µM* | -7% | -2% | 6 | -19%
CC(C)NC(=O)NC(=O)COC(=O)c1ccccc1Oc1ccccc1 | -0.1% | 0% | -1% | 2% | -17% | -4% | -7% | -3% | 1% | -3 | 5%
CC(C)CNS(=O)(=O)c1ccc(CCC(=O)N2CCN(Cc3ccc4c(c3)OCO4)CC2)cc1 | -0.1% | 4% | 2% | -6% | -4% | -10% | -49% | -11% | -7% | 10 | -9%
CC1CCCCN1C(=O)Cn1cc(C#N)c2ccccc21 (configuration not stated) | -0.8% | 1% | 5% | 0% | -9% | -2% | 3% | 0% | -5% | -1 | -25%
Cc1ccccc1N=C1SCCN1C(=O)CN1C(=O)NC2(CCCC2)C1=O | 0.4% | -1% | -1% | -5% | -13% | -3% | -25% | 2% | -4% | 7 | 18%
CCc1nnc(NC(=O)CCC(=O)Nc2ccc(Cl)cc2)s1 | -0.3% | -1% | 3% | -2% | 1% | -1% | -9% | -1% | 13% | 1 | 38%
CCOC(=O)N1CCC(NS(=O)(=O)c2ccc3c(c2)oc(=O)n3C)CC1 | 0.3% | 1% | 1% | 5% | 15% | 5% | 2% | 0% | 1% | -2 | -4%[7.66 µM]
O=C(COc1ccc(CO)cc1)Nc1ccc(F)cc1 | -0.2% | -1% | -2% | -3% | 7% | 26% | 1% | 0% | ? | 2 | -11%
CCOc1ccc(C(C)=O)cc1CSc1nnc(-c2cccs2)n1CC1CCCO1 (configuration not stated) | 0.3% | -2% | 3% | -3% | -3% | -3% | 0% | -2% | -5% | / | -9%
Cc1ccc(S(=O)(=O)NN2C(=O)/C(=C/c3cccc(F)c3)SC2=S)cc1 | 0.2% | -25% | 2% | -1% | 1% | ? | -12% | -6% | -1% | -1 | -17%
COc1ccc(OC)c(S(=O)(=O)N2CCN(c3ccc(F)cc3)CC2)c1 | -0.7% | -2% | 0% | 2% | 9% | / | -50% | -7% | -6% | 1 | -14%
CN(Cc1ccccc1)S(=O)(=O)c1ccc(NS(=O)(=O)Cc2ccccc2)cc1 | -0.2% | -8% | 5% | / | -9% | 5% | -14% | -8% | -5% | ? | 25%
O=S(=O)(NC(=NCc1ccccc1)c1ccccc1F)c1ccccc1 | 0.2% | 0% | -2% | 1% | 5% | -1% | -11% | -3% | 0% | 1 | -26%

Next records:
SMILES | B2AR arrestin | ASM inhibitor | USP2a block | uPA surface inh | Eya2 inh | p53 reactivation | BRCA1 expr up | TSG101-PTAP inh | ELG1 genotox | TRPV1 ag | a7 integrin act
Cc1ccc(C(C)C)c2oc(=O)cc(-c3ccc(-c4ccc(C(F)(F)F)cc4)cc3)c12 | 0.7% | -7% | 0% | 18% | -1% | 11% | 0% | -2% | 1% | / | 1%
CCCC(c1nnnn1Cc1ccco1)N1CCN(c2cc(Cl)ccc2C)CC1 (configuration not stated) | -0.1% | -3% | 1% | -4% | 5% | 4% | -61% | -5% | -2% | 1 | 5%
COc1ccc(/C=C\C(=O)c2c(O)ccc3c(C)cc(=O)oc23)cc1OC | -1.0% | 14% | -2% | ? | 3% | -13% | -69%&-27% | -5% | -17% | 15 | -51%[inhibitor]
O=C(COC(=O)COc1ccc(Cl)cc1Cl)Nc1cccnc1Cl | -0.8% | / | 6% | 4% | 2% | 9% | 8% | -7% | -1% | 13 | 20%
O=C(Cn1cnc2cc([N+](=O)[O-])ccc2c1=O)NCc1ccc(Cl)cc1 | 0.6% | -1% | -1% | -3% | 0% | -5% | 2% | 1% | -2% | 0 | 14%
CN(C)c1ccc(/C=C2\C(=N)N3N=C(CC(=O)N4CCCCC4)SC3=NC2=O)cc1 | 0.1% | -2% | 10% | 1% | 13% | 15% | 0% | ? | 6% | ? | 2%
COc1ccccc1Nc1nc2nonc2[nH]c1=O | -0.3% | 11% | -2% | 3% | 12% | 1% | -26% | -7% | -3% | -3 | -15%
O=C(Cc1cccc(NC(=O)C2CCCN(C(=O)CCc3ccccc3)C2)c1)Nc1ccc(C(=O)N2CCOCC2)cc1 (configuration not stated) | / | 0% | / | 22% | / | / | 0% | -11% | / | / | -29%
COc1ccc(NC(=O)CSc2nnc(-c3ccncc3)n2CC2CCCO2)c(OC)c1 (configuration not stated) | -0.1% | 2% | 1% | 4% | -7% | 10% | 16% | -6% | 0% | -2 | -2%
CC(C)c1onc(C(=O)N2CCN(c3ccccc3)CC2)c1[N+](=O)[O-] | -0.9% | -1% | -3% | -3% | -6% | 9% | -21% | -3% | -1% | 10 | -48%[inhibitor]
N/C(=N/O)c1ccccc1N1CCC(Cc2ccccc2)CC1 | 0.0% | -2% | 0% | ? | 2% | 0% | -31% | 0% | -11% | -2 | -6%
CCN(CC(=O)NCc1ccc(Cl)cc1)C(=O)CCc1ccccc1O | -0.5% | -11% | 2% | 2% | 12% | -7% | -5% | -3% | -7% | 4 | -2%
CSc1ccc(C(=O)C2CCCN(C(=O)c3csc(C(C)=O)c3)C2)cc1 (configuration not stated) | 3.0% | 3% | -1% | 1% | 3% | -3% | 9% | -9% | -6% | 17 | 3%
CC(C)(C)c1ccc(C(=O)C=[N+]=[N-])cc1 | -0.2% | 0% | 0% | -2% | -1% | 4% | -20% | 1% | -3% | 1 | -15%

Compounds shown so far that have a tert-butyl group:
SMILES | B2AR arrestin | ASM inhibitor | USP2a block | uPA surface inh | Eya2 inh | p53 reactivation | BRCA1 expr up | TSG101-PTAP inh | ELG1 genotox | TRPV1 ag | a7 integrin act
CC(C)(C)CC(C)(C)c1ccc(OCC(=O)N/N=C/c2ccc(S(=O)(=O)O)o2)cc1 | -1.0% | 4% | -14% | 3% | -8% | -7% | -6% | 1% | -2% | -6 | 15%
CC(C)(C)c1ccc(C(=O)C=[N+]=[N-])cc1 | -0.2% | 0% | 0% | -2% | -1% | 4% | -20% | 1% | -3% | 1 | -15%
